MMP13 inh = blocks human MMP13 activity; MMP-13 fTHP FRET cleavage, Mca fluorescence; inhibition, % at 4 µM; actives 0.07% (n = 65,000); AID 570;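 active means inhibition above the mean of compound-free control plate wells plus 3 SD, cut at about 14% in these data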;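 further: 0% = DMSO wells and 100% = wells with reference MMP-13 inhibitor after basal subtraction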
JNK3 blocker = JNK3 (human) kinase inhibition; P53779; purified JNK3 kinase activity, HTS; inhibition, % at 8 µM; actives 0.61% (n = 60,000); in the data active means inhibition above about 17%;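 further: 0% = DMSO and 100% = reference inhibitor; many of its hits are not listed in these tables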
Hsp90 inh = displaces geldanamycin probe from tumor Hsp90; inhibition, % at 30 µM; AID 429; P07900; actives 0.35% (n = 64,000); NCI-N417 lysate Hsp90, Cy3B-geldanamycin FP displacement;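 active means inhibition above 50%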;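 further: 0% = tracer plus lysate wells and 100% = tracer alone without lysate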
Abs 340nm = compound absorbs light at 340 nm; compound absorbance at 340 nm, fold over control; fold change at 10 µM; 65,000 tested, under 10 active; AID 708;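 active means at 10 µM dose, initial 340 nm absorbance at least 2 fold that of control wells; inactive means change under 2 fold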;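 further: initial absorbance extrapolated from kinetic A340 decline of NADH oxidation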
Cdc25B block = inhibitors of human Cdc25B phosphatase; P30305; recombinant Cdc25B, OMFP fluorescence Ex485/Em525; inhibition, %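 (compounds tested at 10 µM final in the well)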; actives 0.1% (n = 65,000); AID 368; in the data active means inhibition above about 50%
AP ELISA ortho = alternative pathway complement inhibition, orthogonal assay. Human serum alternative complement pathway, LPS-coated ELISA, C3 deposition; tested in compound mixtures. inhibition, % at 5 µM. actives 0.08% (n = 62,000). AID 1235;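 active means inhibition above 30% in each of the two pooled mixtures holding the compound, so the lower value exceeds 30%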;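 further: 0% = serum in Mg-EGTA without compound and 100% = EDTA serum blank; some compounds past the cut are filed as inactive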
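Assay system: human serum alternative complement pathway, C3 deposition on LPS-coated wells; Dosing: 5 µM per compound in ten-compound mixtures; Detection: Anti-C3 ELISA, OD 450 nm; Buffer or medium: Mg2+-EGTA GVB++ buffer containing human serum at 1:15 dilution; Timing: 1 h at 37 °C; Replication: two different pools per compound.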
FXIa inh mix = inhibitors of human coagulation factor XIa, pooled mixtures | P03951 | purified FXIa, fluorogenic substrate | inhibition, % at 5 µM | actives 0.19% (n = 62,000);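 further: each value is inhibition by a whole ten-compound pool holding the compound; 0% = enzyme with no mixture and 100% = wells lacking enzyme; strong numbers were not always called active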
DUSP1 inh = blocks human MKP-1 phosphatase activity. recombinant MKP-1, OMFP hydrolysis fluorescence. inhibition, %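 (compounds tested at a single concentration somewhere between 10 and 100 µM)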. actives 0.15% (n = 65,000). P28562;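 active means inhibition above about 50%, limit read from the data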;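 further: 0% = DMSO max control wells and 100% = wells with enzyme stopped by NaOH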
Target sequence (P28562 whole entry, looked up): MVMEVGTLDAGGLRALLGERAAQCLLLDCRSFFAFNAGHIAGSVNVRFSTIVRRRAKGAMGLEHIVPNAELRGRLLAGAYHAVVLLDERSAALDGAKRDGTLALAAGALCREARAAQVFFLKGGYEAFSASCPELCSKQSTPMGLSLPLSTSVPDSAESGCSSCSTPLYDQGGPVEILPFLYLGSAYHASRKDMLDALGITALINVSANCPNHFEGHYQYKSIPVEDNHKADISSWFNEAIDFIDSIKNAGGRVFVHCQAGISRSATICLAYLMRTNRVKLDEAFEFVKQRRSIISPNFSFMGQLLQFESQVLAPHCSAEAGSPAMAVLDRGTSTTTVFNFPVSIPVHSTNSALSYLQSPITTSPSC
FXIIa inh mix = blocks human factor XIIa in pooled compound mixtures; purified FXIIa, fluorogenic substrate; actives 0.2% (n = 62,000); P00748; AID 684; inhibition, % at 5 µM;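 further: 0% = enzyme without compound and 100% = no enzyme blank; some results filed as inactive read as strong as hits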
Target sequence (P00748 20-372 limits assumed): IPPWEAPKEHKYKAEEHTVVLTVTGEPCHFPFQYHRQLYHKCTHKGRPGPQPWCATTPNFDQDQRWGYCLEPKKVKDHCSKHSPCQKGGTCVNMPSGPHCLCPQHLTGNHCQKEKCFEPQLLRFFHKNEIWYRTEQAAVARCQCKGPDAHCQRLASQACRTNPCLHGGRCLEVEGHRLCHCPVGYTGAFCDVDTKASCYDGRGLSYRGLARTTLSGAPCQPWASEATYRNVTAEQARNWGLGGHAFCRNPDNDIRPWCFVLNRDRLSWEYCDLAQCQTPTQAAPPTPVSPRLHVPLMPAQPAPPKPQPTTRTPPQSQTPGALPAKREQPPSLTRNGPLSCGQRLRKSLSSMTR
Target sequence (P00748 373-615 limits assumed): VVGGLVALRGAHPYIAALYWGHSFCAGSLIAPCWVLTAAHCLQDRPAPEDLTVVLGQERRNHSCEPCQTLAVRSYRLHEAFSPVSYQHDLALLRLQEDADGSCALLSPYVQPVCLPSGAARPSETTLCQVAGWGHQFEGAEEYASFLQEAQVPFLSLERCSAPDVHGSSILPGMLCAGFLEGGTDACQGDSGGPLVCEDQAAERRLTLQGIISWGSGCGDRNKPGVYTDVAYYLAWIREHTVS
The depositor's hits bear a star; i = inactive; . = not tested or not shown; [ ] = remark or other dose. Unless noted, no stated cut-off is given here; in the data, active means inhibition above about 20% (passing the limit was not always enough); inactive means the rest.

SMILES	MMP13 inh	JNK3 blocker	Hsp90 inh	Abs 340nm	Cdc25B block	AP ELISA ortho	FXIa inh mix	DUSP1 inh	FXIIa inh mix
Cc1cc(C)nc(SCc2nnc(SCC(=O)Nc3ccc(Cl)c(C(F)(F)F)c3)o2)n1	3	0	-3	1	-15	20	8	32	-1
CC(=O)c1cccc(NC(=O)CN(C2CCCCC2)S(C)(=O)=O)c1	-2	4	-5	1	-2	7	5	-3	6
NS(=O)(=O)c1ccc(NS(=O)(=O)/C=C/c2ccccc2)cc1	-2	0	-3	1.1	5	2	2	5	12
O=C(O)C1CCCN1c1ncccn1 (stereo not given)	2	-5	-2	1	-7	26	7	-6	2
CCn1c(CNc2ccccc2Cl)nnc1SCCN1CCCCC1	-9	1	0	0.98	-16	-17	-3	-29	-18
Cc1ccc(S(=O)(=O)N2CCN(c3ncnc4c3cnn4-c3ccccc3)CC2)cc1	-4	-8	3	1	9	16	2	-11	-1
COc1ccc(CCNC(=O)c2cnn3ccccc23)c(OC)c1OC	-28	6	-2	1	-5	7	5	-2	3
O=C(O)Cn1cc(C(=O)c2ccco2)c2ccccc21	3	.	-2	1.1	-8	6	7	10	5
COc1ccc(-n2c(C)nc3c(cnn3-c3ccc(Cl)cc3)c2=O)cc1	-2	-3	-2	0.97	10	11	11	5	2
CC(C)CCNC(=O)Cn1c(NCCC(C)C)nc2c1c(=O)n(C)c(=O)n2C	-1	6	-3	1	-16	11	8	12	4
O=C(Nc1ccccc1C(F)(F)F)c1cc(-c2ccc(O)cc2)on1	-1	3	-3	0.98	-12	4	4	13	-7
COc1ccccc1Nc1nc(N)nc(CN2CCN(Cc3ccccc3)CC2)n1	0	5	-5	1	4	-5	3	19	6
Cc1ccc(O)c(CNc2ccccn2)c1	-1	2	4	0.99	-1	.	.	-2	.
CN(Cc1ccccc1)C(=O)CCCn1c(=O)[nH]c2cc(Cl)ccc2c1=O	-1	-7	-3	1	-1	7	-9	11	-14
Cc1c(NC(=O)C2Cc3ccccc3CN2C(=O)c2ccco2)c(=O)n(-c2ccccc2)n1C (stereo not given)	0	2	-2	0.98	-13	6	7	-5	-9

Ordered by number of heavy atoms (highest first): part of the list above
SMILES	MMP13 inh	JNK3 blocker	Hsp90 inh	Abs 340nm	Cdc25B block	AP ELISA ortho	FXIa inh mix	DUSP1 inh	FXIIa inh mix
COc1ccc(-n2c(C)nc3c(cnn3-c3ccc(Cl)cc3)c2=O)cc1	-2	-3	-2	0.97	10	11	11	5	2
CC(=O)c1cccc(NC(=O)CN(C2CCCCC2)S(C)(=O)=O)c1	-2	4	-5	1	-2	7	5	-3	6
Cc1ccc(O)c(CNc2ccccn2)c1	-1	2	4	0.99	-1	.	.	-2	.

Continuation:
SMILES	MMP13 inh	JNK3 blocker	Hsp90 inh	Abs 340nm	Cdc25B block	AP ELISA ortho	FXIa inh mix	DUSP1 inh	FXIIa inh mix
COc1cc(-c2nc(-c3ccncc3)no2)cc(OC)c1OC	0	4	-3	0.99	-19	1	12	2	0
CCOC(=O)CCCCC(=O)NC(CO)C(=O)NC (stereo not given)	-2	4	3	1	2	23	6	-31	2
C=CCN1C(=Nc2ccccc2)SC/C1=C\C(=O)OC	2	.	.	1	-6	1	15	-10	-22
O=C(CSc1nnnn1-c1cccc2c1CCCC2)N1CCOCC1	3	.	.	1	-7	27	22	4	6
C=CCOC(=O)C1=C(C)NC(=O)NC1/C=C/c1ccccc1 (stereo not given)	2	2	-2	1	2	6	4	2	6
Cc1c(NC(=O)C(CC(=O)O)NCc2ccco2)c(=O)n(-c2ccccc2)n1C (stereo not given)	-1	-4	-5	1	6	7	5	-20	2
CC(=O)c1ccc(NC(=O)CCNS(=O)(=O)c2cccc3nonc23)cc1	-2	.	.	1	-5	-2	-26	0	-2
CCN(CC)C(=O)c1sc(N)c(C#N)c1C	2	-3	-5	1	-1	8	17	10	5
CC1CCCC(NC(=O)c2ccc3c(=O)n(CC4CCCO4)c(=O)[nH]c3c2)C1C (stereo not given)	-4	-1	32	1	-15	11	-7	23	4
Cc1cc(C(=O)Nc2cccnc2)cs1	1	7	-2	1	-5	0	16	2	-1
COC(=O)c1ccccc1S(=O)(=O)N(Cc1ccco1)Cc1cc2cc(OC)ccc2[nH]c1=O	-9	1	-3	1	11	10	-1	-16	7
CC(C)(C)C1CCc2[nH]c3ccccc3c(=O)c2C1 (stereo not given)	-2	2	-2	1.1	-6	13	-11	1	8
CC1CCN(C(=O)c2ccc(NS(C)(=O)=O)cc2)CC1	1	-8	-3	1.1	-10	-9	1	1	4
CCOC(=O)c1nnn(-c2nonc2N)c1CN1CCc2ccccc2C1	0	0	-3	1	-17	21	2	2	10
CCOC(=O)C(Oc1ccc(=O)n(-c2ccccc2)n1)C(C)=O (stereo not given)	2	2	-5	0.97	-9	19	-5	2	1
O=c1c2ccccc2oc2nc3n(c(=O)c12)CCCS3	-11	-4	-2	1.1	-1	8	-4	-1	3
Nc1c(C(=O)NCc2ccccc2)nnn1Cc1cccc(Cl)c1	12	3	-4	1.1	-5	19	15	15	4
CN(CC(=O)NCc1cccs1)S(=O)(=O)c1cccc2nsnc12	4	-2	-2	1.1	-1	17	6	0	0
COc1ccc(CNC(=O)Cn2nc(C(F)(F)F)c3c2CCC3)cc1	7	-5	-7	0.99	2	-9	-1	12	5
CCSc1ncnc2c(C#N)c3n(c12)CCCCC3	3	4	0	1	-20	7	7	0	-17
O=C(NC1CC2CCCC(C1)N2Cc1ccco1)NC12CC3CC(CC(C3)C1)C2 (stereo not given)	2	2	0	0.98	10	10	6	-12	12
COc1cc(NC(=O)c2ccc3c(c2)OCO3)ccc1NC(=O)C(C)C	3	-9	-1	1.1	4	14	4	3	3
COc1cc(NS(=O)(=O)c2ccc(NC(=O)COc3ccc(C)cc3)cc2)nc(OC)n1	-1	.	.	1	-12	8	1	14	10
COC(=O)C1=C(C)NC(=O)CC1c1cccc(OC)c1OC (stereo not given)	4	0	-3	1.1	-1	6	-1	-8	13
CCN(CC)CCNC(=O)c1ccccn1	1	9	-1	0.98	-4	1	10	32	-18
CCOc1ccc(-c2nc(C#N)c(N3CCOCC3)o2)cc1	-222[fluorescence artefact?]	-6	-2	1.1	-6	29	-1	6	-13
O=S(=O)(NC1CCCC1)c1ccccc1Cl	5	-4	-7	0.98	-2	5	6	16	8
CC(C)CC(NC(=O)OC(C)(C)C)C(=O)NC(C(=O)NC(C)C(N)=O)C(C)C (stereo not given)	1	6	-1	0.99	5	13	6	-7	7
Cn1c(SCc2nnc3n2CCCCC3)nc2ccccc21	0	5	-2	0.99	-12	11	7	0	7
CCN(CC)Cc1c(O)ccc2c(C)c(CC(=O)OC)c(=O)oc12	i[fluorescence artefact?]	1	-2	1.2	0	9	-58	-21	15
COc1ccc(Cl)cc1S(=O)(=O)N1CCN(Cc2ccc3c(c2)OCO3)CC1	-1	4	-3	1	-13	5	-1	7	1
Cc1ccc(Nc2nc(C(=O)NCc3ccco3)cs2)cc1	5	-2	-3	1	-20	-10	4	21	-2
CCCCC1CCC(c2nc(-c3cccnc3)no2)CC1 (stereo not given)	1	-3	-3	1	-2	-8	8	7	-12
C=C1CSc2nc(=O)c3c4c(sc3n21)CCC4	-2	-4	-2	1.1	-17	18	-1	13	4
CCCN1Cc2cccc(C(=O)NCc3cccs3)c2C1=O	1	11	-5	0.98	3	-2	2	-2	7
COCCN1CN=C(Nc2nc3ccccc3s2)NC1	-5	-4	-2	1.1	-9	16	4	-8	-10
CC1=C(C(N)=O)C(c2cccc(O)c2)n2nc(CCCO)nc2N1 (stereo not given)	-9	6	-3	1	-6	10	4	-3	2
COc1ccccc1C1N(c2ccc(F)cc2)C(=O)C2CCCN21 (stereo not given)	-5	0	-4	0.99	4	10	6	3	1
CCn1c(SCC(=O)c2ccccc2)nnc1-c1ccoc1C	-1	0	0	1	-7	4	-5	-8	-1
CCOC(=O)CSC1=C(C#N)C(c2ccc3c(c2)OCO3)CC(=O)N1 (stereo not given)	-6	-5	5	1	-23	-5	11	-3	5
CCn1cc(C2=NC(c3ccccc3)CO2)c2ccccc21 (stereo not given)	-6	-3	-2	1	-44	12	3	-1	-2
Cc1ccc(CCNC(=O)C2CCN(S(=O)(=O)N3CCCC3)CC2)cc1	2	.	-1	1.1	9	7	0	4	-1
O=C(c1cc2ccccn2n1)N1CCN(c2cccc(C(F)(F)F)c2)CC1	4	.	-1	1.1	-5	13	10	8	-16
Cc1cc(Nc2cccc(C)c2C)n2ncnc2n1	7	3	-4	1	-1	13	6	5	2
CCOc1ccc(NC(=O)CN2CCN(CC(=O)Nc3ccc(C(=O)OC)cc3)CC2)cc1	1	3	-4	1	7	23	5	-10	-14
CC(=O)N=c1sc2cc(C)ccc2n1C	-6	-4	0	1	-14	-5	4	2	8
CC(=O)c1c(C)[nH]c(C(=O)OCC(=O)NCCc2ccc(F)cc2)c1C	4	-7	-4	1	-14	12	5	26	3
CCOC(=O)C1=C(Nc2cccc(Cl)c2)OCC1=O	1	-16	-2	1.1	3	10	5	6	8

13 structures already listed, ordered by number of heavy atoms, falling:
SMILES	MMP13 inh	JNK3 blocker	Hsp90 inh	Abs 340nm	Cdc25B block	AP ELISA ortho	FXIa inh mix	DUSP1 inh	FXIIa inh mix
CCOc1ccc(NC(=O)CN2CCN(CC(=O)Nc3ccc(C(=O)OC)cc3)CC2)cc1	1	3	-4	1	7	23	5	-10	-14
COc1ccc(Cl)cc1S(=O)(=O)N1CCN(Cc2ccc3c(c2)OCO3)CC1	-1	4	-3	1	-13	5	-1	7	1
O=C(c1cc2ccccn2n1)N1CCN(c2cccc(C(F)(F)F)c2)CC1	4	.	-1	1.1	-5	13	10	8	-16
Cc1ccc(CCNC(=O)C2CCN(S(=O)(=O)N3CCCC3)CC2)cc1	2	.	-1	1.1	9	7	0	4	-1
CCOC(=O)CSC1=C(C#N)C(c2ccc3c(c2)OCO3)CC(=O)N1 (stereo not given)	-6	-5	5	1	-23	-5	11	-3	5
CC1=C(C(N)=O)C(c2cccc(O)c2)n2nc(CCCO)nc2N1 (stereo not given)	-9	6	-3	1	-6	10	4	-3	2
CCn1c(SCC(=O)c2ccccc2)nnc1-c1ccoc1C	-1	0	0	1	-7	4	-5	-8	-1
CCn1cc(C2=NC(c3ccccc3)CO2)c2ccccc21 (stereo not given)	-6	-3	-2	1	-44	12	3	-1	-2
CCCCC1CCC(c2nc(-c3cccnc3)no2)CC1 (stereo not given)	1	-3	-3	1	-2	-8	8	7	-12
COCCN1CN=C(Nc2nc3ccccc3s2)NC1	-5	-4	-2	1.1	-9	16	4	-8	-10
CCOC(=O)C1=C(Nc2cccc(Cl)c2)OCC1=O	1	-16	-2	1.1	3	10	5	6	8
C=C1CSc2nc(=O)c3c4c(sc3n21)CCC4	-2	-4	-2	1.1	-17	18	-1	13	4
CC(=O)N=c1sc2cc(C)ccc2n1C	-6	-4	0	1	-14	-5	4	2	8

Compound activity as filed in PubChem.
